UPR CHOP act: activators of apoptotic CHOP UPR arm, primary screen, cell-based, CHO-CHOP luciferase reporter, luminescence, uHTS; UPR activation; percent of tunicamycin response over DMSO baseline; activation, % at 10 µM; 330,000 tested, 0.34% active;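 active = at 10 µM dose, activation of 40% or more, normalized to positive control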;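 note: 100% = tunicamycin at 10 µg/mL and 0% = DMSO alone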
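assay system = CHO CHOP reporter cells | amount = 500 CHO-CHOP cells per well | buffer or medium = F12 with 10% FBS | incubation = 16-18 h cell attachment, then 6 h compound exposure, 37 °C | detection = luminescence read with Steady-Glo | read-out = percent activation relative to tunicamycin control | controls = tunicamycin high control, DMSO low control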
Mdm2-MdmX inh: inhibitors of human Mdm2-MdmX association, primary screen, cell-based, luminescence, split luciferase, SaOS-2, uHTS; SaOS-2 split-luciferase Mdm2/MdmX complementation; 330,000 tested, 3% active; Protein Mdm4 (Homo sapiens) + E3 ubiquitin-protein ligase Mdm2 (Homo sapiens), …; inhibition, % at 8 µM;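 active = inhibition of at least 50% at 8 µM in the primary screen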
APJ antagonist: antagonists of human apelin receptor APJ, primary screen, CHO-K1 cells, beta-arrestin complementation, luminescence; P35414; inhibition, % at 20 µM; 330,000 tested, 0.32% active;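 active = inhibition above about 40% at 20 µM, limit read from the data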;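 note: cells challenged with 10 nM apelin-13 agonist together with compound; plate controls were apelin-13 plus DMSO wells for no effect and DMSO wells lacking apelin-13 for full effect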
Target sequence (P35414 whole entry, looked up): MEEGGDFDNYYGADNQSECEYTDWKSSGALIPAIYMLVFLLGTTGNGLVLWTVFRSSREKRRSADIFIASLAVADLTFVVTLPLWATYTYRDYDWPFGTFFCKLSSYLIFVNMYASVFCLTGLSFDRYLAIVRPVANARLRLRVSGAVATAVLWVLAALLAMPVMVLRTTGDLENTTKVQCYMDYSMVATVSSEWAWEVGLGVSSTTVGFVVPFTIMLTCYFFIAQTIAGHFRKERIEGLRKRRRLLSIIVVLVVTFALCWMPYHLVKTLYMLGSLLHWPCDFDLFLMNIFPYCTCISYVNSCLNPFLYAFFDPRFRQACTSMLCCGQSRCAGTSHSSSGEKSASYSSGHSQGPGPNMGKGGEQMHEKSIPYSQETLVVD
UPR XBP1 act: activators of adaptive XBP1 UPR arm, primary screen, cell-based, CHO-XBP1 luciferase reporter, luminescence, uHTS | IRE1-XBP1 UPR activation; percent of tunicamycin response, DMSO as zero | activation, % at 20 µM | 330,000 tested, 0.33% active;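 active = versus positive control, 20 µM dose yields 30% or more activation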;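 note: 100% = tunicamycin at 10 µg/mL and 0% = DMSO only wells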
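Material: CHO cell line with stable XBP1 luciferase reporter; schedule: 16-18 h cell attachment at 37 °C, then 6 h compound exposure; signal: glow luminescence from Steady-Glo reagent; medium: serum-containing F12 medium, 10% FBS; benchmarks: tunicamycin 10 µg/mL and vehicle-only wells; read-out: percent activation relative to tunicamycin reference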
Jurkat NFkB inh: inhibitors of induced NF-kB luciferase reporter, primary screen, TCR NF-kB activation inhibitor project, cell-based, luminescence, uHTS | Jurkat, PMA/ionomycin-induced NF-kB luciferase reporter | inhibition, % at 4 µM | 330,000 tested, 0.53% active | AID 435003, 2010; in the data active = inhibition above about 50%
APJ ag: agonists of human apelin receptor APJ, primary screen, CHO-K1 cells, PathHunter beta-arrestin, luminescence | P35414 | 0% DMSO wells, 100% apelin | activation, % at 20 µM | 330,000 tested, 0.11% active | AID 2520, 2010;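 active = activation more than six SD over the plate average, tested at 20 µM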;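 note: 0% = DMSO alone and 100% = apelin-13 at 10 nM; some results filed as inactive read as strong as hits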
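system = engineered CHO-K1 APJ arrestin reporter cells | input = 1000 cells per well | timing = overnight seeding, 90 min compound at 25 °C, 1 h detection | measured by = enzyme-fragment complementation luminescence | read-out = beta-arrestin recruitment to APJ as agonist activity, luminescent signal | control set = negative DMSO alone, positive Apelin-13 at 10 nM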
697 NFkB inh: inhibitors of PMA/ionomycin-induced NF-kB reporter, 697 cells, primary screen, B-cell NF-kB inhibitor project, cell-based, luminescence, uHTS; 697 B-cell NF-kB luciferase reporter, 16 h; inhibition, % at 4 µM; 330,000 tested, 0.33% active; AID 435022, 2010; in the data active = inhibition above about 35%
tim23-1 inh: growth inhibitors of tim23-1 mutant yeast, primary screen, luminescence, uHTS | S. cerevisiae tim23-1 growth, BacTiter-Glo luminescence, 24 h | inhibition, % at 20 µM | 330,000 tested, 1.3% active;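 active = growth inhibition of the mutant yeast at or above 50%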;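 note: temperature-sensitive mutant grown at 25 °C; plate controls were DMSO-treated mutant yeast for no effect and medium wells lacking yeast for full effect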
Numbers without * were called inactive; x = not tested or not shown.

Structure | 697 NFkB inh | APJ ag | UPR CHOP act | tim23-1 inh | UPR XBP1 act | Mdm2-MdmX inh | APJ antagonist | Jurkat NFkB inh
CCOc1ccc(C(=O)N2CCCN(C(=O)c3ccc(OCC)cc3)CC2)cc1 | 7 | -4 | -1.4 | 13 | -3 | 4 | 9 | -11
CCc1nnc(NC(=O)c2ccc(OC)c(S(=O)(=O)N3CCCC3)c2)s1 | 26 | -2 | 0.9 | 20 | -1 | 30 | -6 | 3
Cc1cccc(N2CCN(C(=O)CCc3nc4ccccc4[nH]3)CC2C)c1 (stereo not given) | -26 | -2 | 0.1 | 7 | 0 | -23 | 8 | -13
Cc1ccc(NC(=O)NC(=O)CSc2nnc(-c3ccc(OC(F)F)cc3)n2N)c(C)c1 | -22 | -1 | 1.0 | -4 | -2 | -17 | 9 | -21
CCCn1ncc(C(=O)NC2CCCN(Cc3ccc(Cl)cc3)C2)c1C (stereo not given) | 0 | 4 | 1.6 | 12 | -4 | 9 | -2 | 12
Nc1c(C(=O)CSc2nnc(Nc3ccc(F)cc3)s2)c(=O)[nH]c(=O)n1C1CC1 | -7 | 1 | -0.4 | -11 | 2 | 6 | 5 | -16
CC(=O)c1c(C)[nH]c(C(=O)OCC(=O)N2CC(C)OC(C)C2)c1C (stereo not given) | 18 | 4 | 1.7 | 14 | -1 | 15 | -59 | 20
CN1CCN(C(CNC(=O)C(=O)NC2CCCC2)c2ccc(F)cc2)CC1 (stereo not given) | 11 | 5 | 1.5 | -10 | -2 | 2 | 19 | -4
O=C(CN1CCCC1)Nc1c(C(=O)C2CC2)oc2ccccc12 | 13 | 0 | 0.5 | -2 | 3 | -4 | 9 | 11
COc1ccc(C(=O)CCC(=O)NCc2cc(OC)cc(OC)c2)cc1 | 2 | -2 | -1.7 | 13 | -5 | 11 | 5 | 22
CC1CCCN(C(=O)c2cn(-c3ccccc3)nc2-c2cccnc2)C1 (stereo not given) | 16 | -9 | 1.4 | 35 | 1 | -15 | 6 | 9
CSCCC(C(=O)NCc1cccs1)N1C(=O)c2ccccc2C1=O (stereo not given) | 23 | 2 | 0.9 | -9 | -1 | 17 | -7 | 12
CCc1nnc(NC(=O)COc2ccccc2[N+](=O)[O-])s1 | -9 | -1 | 1.6 | 13 | 1 | -10 | 19 | -9
CCOc1ccc(S(=O)(=O)Nc2ccccc2C(=O)N2CCOCC2)cc1 | 20 | 0 | -0.1 | 5 | -4 | -2 | 0 | -1
O=C(CSC1=NC2(CCCCC2)N=C1c1ccccc1)Nc1ccc2c(c1)OCCO2 | 17 | -3 | -0.8 | -3 | -4 | 25 | 12 | -6
CCN(CC)C(=O)CSc1nnc(-c2cnccn2)n1-c1ccc(C)cc1 | -2 | -1 | -3.1 | 16 | -3 | -11 | -8 | -2
COc1ccc(CC(=O)Nc2cccc(-c3csc(C)n3)c2)cc1 | -1 | -1 | -1.2 | 17 | 2 | -3 | 3 | 1
COc1ccc2cc(-c3[nH]ncc3CN3CCCC3c3nonc3C)ccc2c1 (stereo not given) | -78 | 0 | 6.4 | 33 | 3 | 25 | -26 | -33
O=C(Oc1ccc(Br)cc1)C1CCN(C2=NS(=O)(=O)c3ccccc32)CC1 | 23 | -1 | 1.2 | 17 | 0 | 10 | 10 | 7
COC(=O)c1ccc(C(=O)OC)c(NC(=S)N2CC(C)CC(C)C2)c1 (stereo not given) | -7 | 2 | 4.3 | 30 | 0 | -6 | 8 | 4
Cc1ccc(-n2cc(C(=O)c3ccc(N4CCN(C)CC4)cc3)nn2)cc1Cl | -62 | -1 | 8.9 | 17 | 7 | 98* | -4 | -25
Cc1cc(Cl)nc(NC(=O)Nc2cccc(Cl)c2)n1 | 6 | -4 | 5.2 | 16 | 4 | -23 | 12 | -4
CSc1nsc2nc(=O)c(/C=C3\C(C)=Nc4ccc(C)cc43)c(N)n12 | -37 | -2 | 3.7 | 6 | 1 | 23 | 8 | 5
COc1ccc(CNC(=O)Nc2cccc(Cl)c2)cc1 | -64 | -2 | 4.9 | 22 | -2 | -20 | -15 | -74
CC(C)(C)NC(=O)CSc1nsc(SCC(=O)NC(C)(C)C)c1C#N | -17 | 1 | -2.4 | -10 | -1 | 16 | -2 | 13
COc1ccc(C2(CNC(=O)c3ccco3)CCOCC2)cc1 | -14 | -3 | -0.9 | 14 | 0 | 15 | 4 | 2
CCCCC(=O)Nc1cc(NC(=O)CC)ccc1Cl | 13 | -2 | 1.1 | -3 | 0 | 15 | -13 | -1
CN(C(=O)COC(=O)c1ccc(C(C)(C)C)cc1)C1CCS(=O)(=O)C1 (stereo not given) | 24 | -3 | 0.9 | 13 | 1 | 29 | 15 | 1
CC(C)(C)OC(=O)N1CCC(Cc2cc(-c3cccc(Br)c3)no2)(C(=O)O)CC1 | -4 | 5 | -0.8 | 23 | 5 | -5 | -20 | 2
Cc1cc(C)cc(N/C(N)=N/c2nc(C)cc(C)n2)c1 | -14 | -2 | 2.5 | -2 | 1 | 22 | -3 | 51*
CCn1cc(CN2CCC(C(=O)Nc3ccc(Oc4cccnc4)cc3)CC2)c(C)n1 | -3 | 7 | 0.4 | -4 | -3 | 9 | -14 | -2
Cc1cc(C)n(-c2nc(-n3nc(C)cc3C)c3c4c(sc3n2)COC(C)(C)C4)n1 | -32 | -3 | 0.8 | 43 | 2 | 32 | 5 | -24
c1ccc(-c2nc3ccccc3nc2-c2ccccn2)nc1 | 1 | -2 | -0.5 | 19 | 0 | 2 | -1 | 0
CCN(CC)C(=O)C(C(=O)c1cccc([N+](=O)[O-])c1)n1cc(Cl)ccc1=O (stereo not given) | 10 | -3 | 2.3 | 17 | -2 | 9 | 4 | 1
CSc1cccc2sc(NC(=O)C3=COCCO3)nc12 | 3 | 0 | 2.9 | 34 | 3 | -22 | 22 | -24
CCOC(=O)c1sc(NC(=O)C(CC)Sc2nnc3c4ccccc4n(CC)c3n2)nc1C (stereo not given) | -6 | -1 | 0.0 | 21 | 1 | 17 | 13 | 8
O=C(NCc1cccnc1)C1CCCN(Cc2cnn(-c3ccccc3)c2-n2cccc2)C1 (stereo not given) | 3 | 0 | -0.7 | 13 | 3 | 3 | 15 | -9
COC1(OC)N=C(N)C2(C#N)C(c3ccc4c(c3)OCO4)C12C#N (stereo not given) | 14 | -1 | 0.8 | 3 | -4 | 32 | 13 | 3
Brc1ccc(-c2nc(-c3ccncc3)no2)o1 | -70 | -2 | 7.1 | 9 | 6 | -10 | 0 | -57
O=C(NCc1ccco1)C1CCCN(S(=O)(=O)c2ccc(Cl)cc2)C1 (stereo not given) | -4 | -1 | -3.4 | -3 | -2 | 12 | -2 | -17
COc1ccccc1CCn1c(N)cc(=O)[nH]c1=O | -1 | 0 | 0.4 | 14 | -3 | 5 | 6 | -2
CNC(=O)C(=O)NCC1OCCN1S(=O)(=O)c1ccc(C)cc1 (stereo not given) | 11 | 0 | -0.1 | 8 | -2 | 18 | 1 | 8
CCOc1ccc(CCNC(=O)c2ccc3c(c2)NC(=O)C2CCCN32)cc1OCC (stereo not given) | -7 | -3 | -1.3 | 8 | -2 | 10 | 0 | 5
O=C(O)C1=C(C(=O)Nc2ccc(F)c(Cl)c2)CCCC1 | 5 | -1 | -2.3 | 11 | -1 | 2 | 6 | -2
CCOc1cc(C2C(C(C)=O)=C(C)Nc3ncnn32)ccc1O (stereo not given) | 12 | -2 | 2.1 | 3 | -5 | 14 | 7 | -6
CCOc1ccc2nc(/N=C/c3c(C)[nH]n(-c4ccccc4)c3=O)sc2c1 | -40 | 2 | 3.9 | 16 | 5 | -17 | -12 | -15
O=C(OCC#CCSc1nnc(-c2ccc(Br)cc2)o1)c1ccco1 | -8 | -4 | 2.7 | 9 | -1 | -34 | 12 | 14
CC(C)n1nnnc1SCC(=O)N1CCOCC1 | -7 | -6 | -1.0 | 5 | 0 | 19 | 1 | -10
COc1ccc(C2C3=C(CC(c4ccco4)CC3=O)Nc3ccccc3N2C(C)=O)cc1 (stereo not given) | 17 | -1 | 2.3 | 3 | -3 | -12 | 20 | 2
O=C1CCN(Cc2ccccc2)S(=O)(=O)c2ccccc21 | -31 | 8 | 0.3 | 27 | -1 | -5 | -52 | -8
CC1CCc2onc(C(=O)O)c2C1 (stereo not given) | 16 | -1 | 0.5 | 8 | -3 | 4 | 11 | -19
CCCc1cc(=O)oc2c3c(cc(OCC(=O)N[C@@H](CSC)C(=O)O)c12)OC(C)(C)CC3 | 9 | -2 | 3.3 | 12 | -3 | -4 | 3 | 13
COc1ccc(C2CC(=O)Oc3cc(O)ccc32)cc1 (stereo not given) | 9 | x | 0.6 | 57* | 1 | 4 | x | x
O=C(NCCC(=O)N1CCCC(C(F)(F)F)C1)c1ccc(Br)cc1 (stereo not given) | -9 | -5 | 0.2 | -6 | -1 | 16 | 12 | 3
COc1cccc(C2C(=O)N(C3CCCCC3)CC(=O)N2Cc2ccc(F)cc2)c1 (stereo not given) | 13 | -4 | -1.9 | 22 | 1 | 6 | 10 | -5
CC(C)[C@H](NC(=O)c1ccccc1)C(=O)OCC(=O)NCc1ccc2c(c1)OCO2 | 11 | -5 | -0.2 | -2 | -4 | 8 | -5 | -5
Cc1ccc(N(CCC#N)C(=O)COC(=O)c2ccccn2)cc1 | 2 | 0 | 1.4 | -14 | -5 | 8 | -2 | 10
N#Cc1c(N)c(C(=O)c2ccc(Br)cc2)n2c1CCC2 | 4 | -4 | -1.5 | 10 | -4 | 14 | 16 | 3

Six of these compounds, set out differently:
Fields – 697 NFkB inh, APJ ag, UPR CHOP act, tim23-1 inh, UPR XBP1 act, Mdm2-MdmX inh, APJ antagonist, Jurkat NFkB inh
- COc1ccccc1CCn1c(N)cc(=O)[nH]c1=O
→ -1, 0, 0.4, 14, -3, 5, 6, -2
- CCCCC(=O)Nc1cc(NC(=O)CC)ccc1Cl
→ 13, -2, 1.1, -3, 0, 15, -13, -1
- CCn1cc(CN2CCC(C(=O)Nc3ccc(Oc4cccnc4)cc3)CC2)c(C)n1
→ -3, 7, 0.4, -4, -3, 9, -14, -2
- COc1ccc2cc(-c3[nH]ncc3CN3CCCC3c3nonc3C)ccc2c1 (stereo not given)
→ -78, 0, 6.4, 33, 3, 25, -26, -33
- CCOC(=O)c1sc(NC(=O)C(CC)Sc2nnc3c4ccccc4n(CC)c3n2)nc1C (stereo not given)
→ -6, -1, 0.0, 21, 1, 17, 13, 8
- Cc1cc(Cl)nc(NC(=O)Nc2cccc(Cl)c2)n1
→ 6, -4, 5.2, 16, 4, -23, 12, -4
